Screening results from PubChem BioAssay.
GAA glycogen mod: inhibitors or activators of human alpha-glucosidase glycogen cleavage | AID 2100 | P10253 | Potency, µM (highest dose often 76.4 µM), for inactives: top-dose activity change, negative = inhibition, hits mostly inhibitors | hit rate 0.38% among 300,000 | recombinant GAA, glycogen substrate, Amplex Red glucose oxidase fluorescence;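 note: 0% = full enzyme reaction and -100% = no-enzyme basal signal; the screen sought inhibitors and activators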
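Recombinant human enzyme (4 nM); glycogen substrate; 37 C, 40 min, pH 5.0. Readout: coupled glucose oxidase/Amplex Red fluorescence.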
GAA inhib: inhibitors of human lysosomal alpha-glucosidase. P10253. AID 1466. Potency, µM (top dose mostly 76.9 µM), for inactives: at the highest dose activity change, negative = inhibition, actives largely listed as inhibitors. purified human GAA, 4-MU-alpha-glucoside fluorescence. hit rate 0.005% among 200,000;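 note: plate controls were uninhibited enzyme wells for no effect and no-enzyme background for full effect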
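AC50 values come from Hill fits of compound titrations (up to 77 uM) against 4 nM human enzyme. Substrate 4-methylumbelliferyl-alpha-D-pyranoside at 400 uM, pH 5.0 citrate buffer, 20 min room temperature; fluorescence Ex 365/Em 440 after alkaline stop.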
GAA spleen mod: inhibitors or activators of human alpha-glucosidase in spleen homogenate. Potency, µM (series often up to 79.9 µM), inactives show top-dose activity change, negative = inhibition, most hits filed as inhibitors. human spleen homogenate, 4-MU-alpha-glucoside fluorescence. hit rate 0.006% among 240,000. P10253;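 note: 0% = enzyme with vehicle and -100% = no enzyme basal signal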
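Human spleen homogenate (1 ug) incubated with compounds and 1 mM 4-methylumbelliferyl-alpha-D-glucopyranoside in pH 5.0 citrate/phosphate buffer, 37 C, 40 min. Stopped at pH 10; 4-MU fluorescence (Ex 365/Em 440 nm); AC50 by Hill fit.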
Tau ThT inhib: tau fibrillization inhibition (ThT binding); P10636; recombinant tau K18 P301L, heparin-induced fibrillization, ThT fluorescence; Potency, µM (top dose mostly 57.4 µM), for the others: at the highest dose activity, negative = inhibition, actives largely listed as inhibitors; hit rate 2.1% among 270,000; note: % is set by controls: 0 for no effect and ±100 for the full control effect; nearly all actives have a fitted effect of over 55% in size
Target sequence (P10636 561-689 P618L limits assumed): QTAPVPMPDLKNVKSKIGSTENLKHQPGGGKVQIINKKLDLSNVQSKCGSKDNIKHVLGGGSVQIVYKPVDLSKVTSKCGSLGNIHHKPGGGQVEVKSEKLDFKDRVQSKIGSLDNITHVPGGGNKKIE
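Aggregation was driven by heparin (20 uM final) acting on recombinant tau […] bearing P301L in 100 mM sodium acetate pH 7; fibrils were detected with Thioflavin T.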
GLA spleen mod: alpha-galactosidase A (human) modulation; P06280; human spleen homogenate, 4MU-alpha-Gal fluorescence, 40 min; Potency, µM (top dose mostly 80 µM), without a hit: top-dose activity change, negative = inhibition, most hits filed as inhibitors; hit rate 0.008% among 240,000; AID 2107;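 note: 0% = enzyme with vehicle and -100% = no enzyme basal signal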
Target sequence (P06280 32-429 limits assumed): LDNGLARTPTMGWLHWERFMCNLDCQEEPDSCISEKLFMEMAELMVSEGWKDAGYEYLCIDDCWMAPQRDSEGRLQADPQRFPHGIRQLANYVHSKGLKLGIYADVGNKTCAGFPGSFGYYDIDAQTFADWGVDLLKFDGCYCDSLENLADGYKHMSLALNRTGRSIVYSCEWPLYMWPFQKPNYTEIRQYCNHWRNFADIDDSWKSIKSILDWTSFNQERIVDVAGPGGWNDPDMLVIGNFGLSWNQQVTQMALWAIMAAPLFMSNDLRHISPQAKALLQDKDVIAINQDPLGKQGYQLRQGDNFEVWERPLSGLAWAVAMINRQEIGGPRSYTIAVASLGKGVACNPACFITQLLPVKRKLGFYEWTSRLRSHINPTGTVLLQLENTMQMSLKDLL
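qHTS titration in buffer at pH 5.0. Alpha-galactosidase activity in spleen homogenate was measured via 4-methylumbelliferone release from 1 mM fluorogenic substrate after 40 min at 37C and a pH 10 stop. AC50 came from Hill fits of control-normalized data.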
Tau fluor counter: counter-screen for tau fibril formation inhibitors. Potency, µM (series often up to 57.7 µM), for inactives: at the highest dose activity change, negative = decrease. hit rate 0.93% among 280,000. tau K18 P301L Alexa594 fluorescence, heparin fibrillization; note: % is set by controls: 0 for no effect and ±100 for the full control effect; nearly all actives have a fitted effect of over 55% in size
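Human tau K18 P301L (15 uM unlabeled, 0.24 uM Alexa 594-labeled) in 100 mM sodium acetate pH 7 with 20 uM heparin, 6 hr at 37 C. ThT 30 uM added, 1 hr ambient; Alexa 594 FP and total fluorescence read at 555/632 nm.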
HTT ATP protect: Huntington cell model cytoprotection by ATP luminescence; Potency, µM (top dose mostly 56.4 µM), for the others: cytoprotection (ATP increase), most hits filed as activators; PC12 HTT-Q103 induced, cytoprotection, ATP luminescence, 40 h; hit rate 0.14% among 230,000; AID 1471;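 note: % of control where 0% means no effect; nearly all actives have a fitted effect of over 45% in size; toxic huntingtin expression switched on by the ecdysone agonist tebufenozide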
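Quantitative HTS on tebufenozide-induced (100 nM) PC12 cells expressing HTTQ103 exon 1–GFP; compounds tested as a concentration series; survival measured via cellular ATP.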
Tau fibril FP: inhibitors of human tau fibril formation; P10636; K18 P301L tau heparin fibrillization, Alexa594 FP, 6 h; Potency, µM (doses to about 57.7 µM), inactives show top-dose activity, negative = inhibition, actives largely listed as inhibitors; hit rate 0.39% among 280,000; AID 1468; note: % is set by controls: 0 for no effect and ±100 for the full control effect; nearly all actives have a fitted effect of over 55% in size
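Human tau K18 […] P301L fragment, 15 uM unlabeled plus 0.24 uM Alexa 594-labeled tau (final), with compound and 20 uM heparin in 100 mM sodium acetate pH 7; 6 hr at 37 C, then Alexa 594 FP read.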
An asterisk follows results filed as active; ? = inconclusive; · = no result given; [ ] = dose if it differs, or a comment. Calls come from the whole dose curve; as a rule, active = well fitted curve in the direction sought with a large enough effect; inconclusive = small, poorly fitted or top-dose-only effect, or another doubt; inactive = no such curve, though single readings can be large; an effect the other way counts as inactive or inconclusive. Potency is the fitted concentration of half-maximal effect. Hits appear at their usual frequency; about 3.3% have a hit in one of these screens.

Every second line gives: GAA glycogen mod, GAA inhib, GAA spleen mod, Tau ThT inhib, GLA spleen mod, Tau fluor counter, HTT ATP protect, Tau fibril FP
> COCCn1c(=NC(=O)c2ccc(S(=O)(=O)N3CCc4ccccc4C3)cc2)sc2cc(OC)ccc21
 : 6%, -8%, -1%, 4%, -3%, -7%, 15%[10 µM], -12%
> CC(C)C1CCC(C(=O)NC(Cc2ccccc2)C(=O)O)CC1 (stereo not drawn)
 : ·, ·, -5%, -15%, -7%, -5%, ?, -4%
> Cc1cccc(N2CCN(C3=NC(=O)C(Cc4ccccc4)S3)CC2)c1 (stereo not drawn)
 : 10%, -6%, -2%, ?, 1%, -10%, 19%[10 µM], -1%
> CC(C)(CC(=O)O)CC(=O)Nc1ccc(Oc2ccc(C(C)(C)C)cc2)nc1
 : 5%, -7%, -2%, ?, 0%, -4%, -4%[10 µM], 0%
> Cc1ccc(C2=C(c3ccc([N+](=O)[O-])cc3)C(=O)OC2)cc1C
 : 3%, -24%, 0%, -16%, -1%, -15%, -16%, 6%
> C/C(Cc1ccccc1)=N\NC(=O)CNC(=O)c1cccc(Cl)c1
 : 7%, -7%, 1%, -3%, 3%, 0%, 19%[10 µM], 3%
> Cc1ccc(-n2nnnc2SCn2nnc3ccccc3c2=O)c(C)c1
 : 8%, -5%, -4%, -4%, -7%, -10%, -69%[inhibitor], 6%
> Cc1nc(NC(=O)/C=C/c2ccco2)sc1C
 : 2%, -3%, -2%, -18%, -3%, -4%, -29%[10 µM], -6%
> COc1ccccc1-n1cnc2c(c1=O)c1nc3ccccc3nc1n2-c1ccc(C)cc1
 : -3%, 11%, 1%, -12%, -4%, 4%, -34%[10 µM], 1%
> O=C(CSc1nnc(CNC(=O)c2c(F)cccc2Cl)o1)Nc1cccc(F)c1
 : -11%[76.3 µM], ·, ·, -3%, ·, -8%, ·, -9%
> CCOC(=O)Cn1c(=O)oc2cc(S(=O)(=O)N3CCN(c4ccc(C(C)=O)cc4)CC3)ccc21
 : 14%[76.3 µM], ·, ·, ?, ·, -16%, ·, -9%
> COc1ccccc1N1CCN(CC(=O)N2N=CCC2c2ccccc2)CC1 (stereo not drawn)
 : -3%, -1%, 3%, -3%, 3%, 4%, 1%[0.074 µM], 6%
> CN(Cc1ccccc1)C(=O)C(=O)Nc1ccc2nc3n(c(=O)c2c1)CCCCC3
 : -3%[76.3 µM], ·, ·, -4%, ·, -6%, ·, -3%
> COc1ccc(S(=O)(=O)NC(N)=NCCc2ccccc2)cc1
 : -3%, -1%, 4%, -5%, 5%, -7%, -28%, -4%
> COc1ccc(OCC(=O)O/N=C(\N)c2ccc(OC)cc2)cc1
 : -2%, ?, -7%, ?, -6%, -22%, -3%[10 µM], -11%
> O=C(NC1=NCCS1)c1ccc(Cl)c(S(=O)(=O)N2CCCCC2)c1
 : 2%, ?, 4%, -13%, 4%, -20%, -7%, -3%
> Cc1cc2cc(CCNC(=O)c3ccc(Br)o3)c(=O)[nH]c2cc1C
 : 4%, -2%, -4%, ?, 7%, -4%, -24%, 3%
> CCc1ccc(-n2c(=O)c3c4c(sc3n(CC(=O)c3ccc(Cl)cc3)c2=O)CCC4)cc1
 : -7%[76.3 µM], ·, ·, 2%, ·, -1%, ·, -10%
> CCCSc1nsc(NC(=O)CCC)n1
 : 3%, 4%, 0%, -14%, -7%, -14%, -78%[inhibitor], 1%
> S=C(Nc1ccc(Br)cc1)N1CCn2cccc2C1c1cccnc1 (stereo not drawn)
 : -12%, -10%, ·, -5%, 2%, -27%, -17%, 0%
> CC(=O)c1cccc(S(=O)(=O)NC2CCCCCC2)c1
 : -4%, 2%, -8%, -2%, 9%, -4%, 3%[10 µM], 6%
> COc1ccc(C(=O)NNC2=CC(=O)CC(C)(C)C2)cc1OC
 : ?, -2%, 0%, -7%, -8%, -2%, -9%[10 µM], 2%
> O=C(CCC1CCCCC1)Nc1c2c(nn1-c1ccc(F)cc1)CS(=O)(=O)C2
 : -2%, 8%, -2%, 10%, 0%, -6%, -12%, -1%
> CCc1ccccc1NC(=O)CSc1nnc(-c2ccco2)n1N
 : 3%, 3%, 1%, -3%, 14%, 0%, -11%[0.074 µM], -3%
> N#Cc1c(-c2ccccc2)nc(N2CCOCC2)[nH]c1=O
 : -10%, 0%, 1%, -3%, 1%, 1%, 17%[1.9 µM], -5%
> O=C(/C=C/c1ccc(-c2ccccc2)o1)c1ccccc1
 : -2%, 0%, 13%, 6%, 12%, 0%, -17%[1.9 µM], 2%
> O=C(c1ccco1)N1CCN(c2ncnc3sc4c(c23)CCC4)CC1
 : -8%, 1%, -6%, -13%, 1%, 4%, -3%, -2%
> CCN(CC)CCOc1ccc2c(c1)C(=O)c1cc(OCCN(CC)CC)ccc1-2
 : ·, ·, -1%, ?, -22%, -7%, -83%[inhibitor], -3%
> c1ccc2c(c1)ncc1nncn12
 : -4%[76.3 µM], ·, ·, 3%, ·, -1%, ·, 5%
> O=S(=O)(c1cc(F)cc(F)c1)N1CCN(c2ncccn2)CC1
 : -20%, -1%, -4%, -6%, 5%, -2%, -23%, -3%
> COc1ccc(N2CCN(CCCNC(=O)c3ccc4nc(N5CCCCC5)sc4c3)CC2)cc1
 : 8%[76.3 µM], ·, ·, ?, ·, -24%, ·, 2%
> CCOC(=O)c1c(C)[nH]c(N=Nc2ccccc2C)c1C
 : -7%, -11%, -7%, 5µM*, -5%, ?, 6%, 5%
> Fc1ccccc1N1CCN(c2c3c(nc4nncn24)CCC3)CC1
 : 15%[76.3 µM], ·, ·, ?, ·, -8%, ·, 0%
> O=S(=O)(NCc1cccnc1)c1cccs1
 : -6%, 1%, -4%, -13%, 3%, -6%, 3%[10 µM], 1%
> COc1ccc(C(=O)CSc2nnc(Cc3ccccc3)o2)cc1
 : -2%, -13%, -1%, -4%, -1%, -15%, -33%[10 µM], -8%
> COc1ccc(NC(=O)c2c(C)oc3ccc(O)c(CN4CCCC4)c23)cc1Cl
 : -9%[76.3 µM], ·, ·, -5%, ·, -10%, ·, -1%
> CCCCn1c(CNC(=O)C23CC4CC(CC(C4)C2)C3)nnc1SCC(=O)Nc1ccc(F)cc1
 : -6%[76.3 µM], ·, ·, -2%, ·, ?, ·, -5%
> COC(=O)c1c(NC(=O)CSc2nnc(Cn3nnc4ccccc43)n2C)sc(C)c1C
 : -2%, -1%, -13%, -3%, -16%, -4%, 13%[10 µM], -6%
> COc1ccc(-c2nc3nc(C)cc(Nc4ccc(C(C)=O)cc4)n3n2)cc1
 : 17%[76.3 µM], ·, ·, -13%, ·, -8%, ·, -5%
> Cc1oc(-c2ccc(Cl)cc2)nc1CSCC(=O)NCCCN1CCOCC1
 : 0%, ?, 0%, -18%, 8%, -14%, -23%, -11%
> CCOC(=O)Cc1csc(NC(=O)COc2ccc(OC)cc2)n1
 : -4%, 2%, 6%, -17%, -21%, -10%, -27%, -2%
> O=C(O)c1ccc(NC(CSCc2ccccc2F)C(=O)O)c([N+](=O)[O-])c1 (stereo not drawn)
 : 3%, -2%, -11%, -19%, 1%, -10%, ·, 8%
> CCCCOc1ccc(NC(=O)Cn2nnnc2-c2ccccc2F)cc1
 : 12%[76.3 µM], ·, ·, 7%, ·, 4%, ·, -10%
> OCC#CCSc1nnc(-c2ccncc2)o1
 : 8%, -4%, -3%, -11%, -11%, -14%, 5%, -9%
> CCNC(=O)COC(=O)c1ccc(NS(=O)(=O)c2ccc3c(c2)OCCO3)cc1
 : 2%, 3%, 2%, 0%, 4%, -2%, ?, -2%
> O=C(Oc1ccc(Cl)c2cccnc12)c1ccco1
 : 0%, 1%, -1%, -9%, 2%, -8%, -67%[inhibitor][10 µM], -3%
> O=C(NCCc1ccccc1)C1CCCN(S(=O)(=O)c2cccc3nonc23)C1 (stereo not drawn)
 : 1%, -4%, -11%, -8%, -2%, -17%, -1%, -8%
> Cc1ccccc1-c1noc(-c2ccc(NC3CCCC3)c([N+](=O)[O-])c2)n1
 : -5%[76.3 µM], ·, ·, -9%, ·, -5%, ·, -12%
> Cc1nc2sc3c(NCc4ccco4)ncnc3c2c2c1COC(C)(C)C2
 : -4%, -6%, -2%, -21%, -2%, -9%, -14%[1.9 µM], 7%
> CN(c1ccc(C(=O)NCCSCc2c(F)cccc2Cl)cc1)S(C)(=O)=O
 : 6%, 8%, 2%, 3%, 1%, -2%, 0%[10 µM], 3%
> COc1cccc(NC(=O)C(C)Oc2ccccc2)c1 (stereo not drawn)
 : 5%, -5%, 1%, -8%, 1%, 3%, -5%, -1%
> O=S(=O)(Cc1ccc(Cl)cc1)N1CCN(Cc2ccc3c(c2)OCO3)CC1
 : 2%, -5%, 4%, -1%, 7%, -6%, 10%[10 µM], -7%
> N#Cc1nc(COc2ccccc2)oc1N1CCCCCC1
 : 0%, -1%, -5%, ?, -1%, -26%, -67%[inhibitor], 7%
> FC(F)(F)c1ccccc1NC(=S)N1CCc2ccccc2C1
 : 18%, 2%, -8%, 8%, -7%, -7%, ·, 6%
> CCOc1cccc(C2c3c(oc4ccc(F)cc4c3=O)C(=O)N2CCc2ccc(OC)cc2)c1 (stereo not drawn)
 : 12%[76.3 µM], ·, ·, -6%, ·, -15%, ·, -10%
> Cc1ccsc1/C=C1\CCc2ccccc2C1=O
 : 10%, -4%, -4%, ?, 8%, -25%, -72%[inhibitor], 1%
> Cc1nc2cc(NS(=O)(=O)c3cccc(F)c3)ccc2s1
 : -18%, -15%, 0%, -2%, 0%, -4%, 34%[10 µM], 1%
> c1ccc(-c2cnc(CSc3ncnc4sccc34)o2)cc1
 : -7%, 5%, 4%, 12%, 3%, 9%, -15%[10 µM], 7%
> Nc1n[nH]c(-c2cccc([N+](=O)[O-])c2)n1
 : 14%, -3%, 2%, ?, -10%, -10%, ·, 6%
> Cc1ccccc1C(=O)Nc1cccc(C#N)c1
 : -7%, 0%, -2%, -4%, 2%, -1%, -2%[10 µM], 6%
> O=C(NN1C(=O)C2C3c4ccccc4C(c4ccccc43)C2C1=O)C1CC1 (stereo not drawn)
 : 0%, 5%, -1%, -5%, 6%, -2%, 11%[10 µM], 6%
> C=CCN1C(=O)NC2(CCCCC2)C1=O
 : 8%, 2%, -4%, -2%, -5%, -1%, -1%, -1%
